H1N1 NS1A inhibition: H1N1 influenza NS1A inhibitors, functional cell based assay (AID 504329) | 340,000 compounds, 0.3% hits | inhibition, % at 12.5 µM; hits with a dose series show IC50 in µM | NS1A functional cell-based assay, percent inhibition; higher % means a stronger effect; in the data active = a potency from the dose series; inconclusive = inhibition above about 27% without an active follow-up result; also: strong numbers were not always called active
M. tuberculosis: growth inhibition of non-replicating M. tuberculosis (AID 488890) | Mycobacterium tuberculosis non-replicating, growth inhibition; higher % means a stronger effect | one-dose inhibition, % at 25 µM; IC50 in µM for titrated hits | 320,000 compounds, 0.39% hits; in the data active = a potency from the dose series; inconclusive = inhibition mostly from about 82% at the one dose, without a potency; inactive = the rest, 99 in 100 with inhibition below about 76%;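 also: plate controls were DMSO cells for no effect and high antibiotic wells for full effect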
H37Rv inhibition: M. tuberculosis growth inhibition, HTS (AID 449762); inhibition, % at 25 µM; hits with a dose series show IC50 in µM; 330,000 compounds, 0.59% hits; M. tuberculosis H37Rv growth inhibition, 7H9 media; higher % means a stronger effect; in the data active = a potency from the dose series; inconclusive = inhibition above about 70% without an active follow-up result;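 also: bacterial growth assessed after seven days of incubation; strong numbers were not always called active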
inhibitors of VEEV: inhibitors of VEEV TC-83 cytopathic effect, confirmation, Vero cells (AID 588727). Vero cells, VEEV TC-83 cytopathic effect inhibition; higher % means a stronger effect. inhibition, % at 20 µM, or IC50 in µM where a hit was titrated. 350,000 compounds, 0.13% hits; in the data active = a potency from the dose series; inconclusive = inhibition mostly from about 14% at the one dose, without a potency; inactive = the rest, 99 in 100 with inhibition below about 12%; also: strong numbers were not always called active
PhoP GFP inhibition: Inhibition of PhoP regulon, Salmonella typhi GFP reporter cells, confirmation, 4 h (AID 1850); Salmonella Typhi PhoP-promoter GFP reporter, fluorescence, 4 h; higher % means a stronger effect; inhibition, % at 50 µM; hits with a dose series show IC50 in µM; 310,000 compounds, 0.33% hits; in the data active = a potency from the dose series; inconclusive = inhibition mostly from about 25% at the one dose, without a potency; inactive = the rest, 99 in 100 with inhibition below about 19%;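 also: 0% = induced wells with vehicle and 100% = uninduced wells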
inhibitors of VEEV 10K pilot screen: recorded beside inhibitors of VEEV, whose call it bears; inhibition, %; measured here: 10K pilot screen inhibition
Numbers without * were called inactive; i = inactive; u = inconclusive; x = not tested or not shown.

SMILES	H1N1 NS1A inhibition	M. tuberculosis	H37Rv inhibition	inhibitors of VEEV	PhoP GFP inhibition	others
Cc1cc(C(=O)N2CCCC(Nc3ccccc3)C2)c2ccc(F)cc2n1 (stereo not drawn)	-3%	4%	0%	2.0%	3%
Cc1c(NC(=S)NC(=O)c2ccccc2)c(=O)n(-c2ccccc2)n1C	2%	10%	3%	0.5%	5%
CCOC(=O)C1CCN(C(=O)c2ccc3c(c2)NC(=O)/C(=C\c2cccc(C)c2)S3)CC1	12%	52%	u	5.2%	-6%
CN1CCc2c(sc3c2C(=O)NC(c2cn(Cc4ccccc4)c4ccccc24)N3)C1 (stereo not drawn)	18%	74%	37%	23%	12%
COc1ccc(N2CCN(c3ccc(NC(=O)c4ccc5c(c4)OCO5)cc3C#N)CC2)cc1	0%	4%	-4%	i	4%
CCn1c(CN2C(=O)CSc3ccccc32)n[nH]c1=S	4%	4%	5%	0.8%	-2%
CC(C)[C@H](NC(=O)c1ccccc1)C(=O)OCC(=O)N1CC2(C)CC1CC(C)(C)C2 (stereo partly drawn)	-7%	-2%	3%	0.9%	-9%
Cc1ccc(NC(=O)c2cc(=O)c3ccccc3o2)cc1S(=O)(=O)N1CCOCC1	11%	10%	-3%	7.3%	11%
O=C(c1cccc(C(F)(F)F)c1)N1CCCC1	4%	68%	-1%	1.1%	1%
COc1ccc2[nH]c(=O)cc(C(=O)O)c2c1	5%	1%	-4%	0.9%	3%
COc1cc(OC)nc(NC2OC(=O)c3ccccc32)n1 (stereo not drawn)	-5%	3%	-3%	2.3%	0%	inhibitors of VEEV 10K pilot screen=1.0
O=C1C(c2ccc(F)cc2)N(Cc2ccc3c(c2)OCO3)C(=O)CN1C1CCCC1 (stereo not drawn)	3%	4%	-3%	i	-11%
O=C(NCc1ccc(N2CCCC2=O)cc1)c1cccc(Cl)c1	-3%	-4%	-1%	i	-2%
COc1ccc(OCCCC(=O)N2CCCc3ccccc32)cc1	-6%	-17%	-6%	6.9%	-1%
COc1ccc(N2C(=O)CSC2c2cccs2)cc1 (stereo not drawn)	8%	3%	3%	2.1%	15%
CN(Cc1ccccc1)C(=O)CCC1CCN(C(=O)CC2=CCCCC2)CC1	-4%	x	x	i	x
COc1cccc(C2N(c3ccc(Cl)cc3)C(=O)C3CCCN32)c1 (stereo not drawn)	6%	9%	-11%	2.3%	-8%
Cc1ccc(OCc2nc(C#N)c(NCc3ccco3)o2)cc1	19%	23%	7%	i	14%
CC(C)N(CCNC(=O)c1nn(Cc2ccccc2)c(=O)c2ccccc12)C(C)C	3%	7%	-6%	i	-2%
CC(C)=CCN1CCN(CCCn2cccn2)CC1CCO (stereo not drawn)	-1%	9%	2%	0.5%	-4%	inhibitors of VEEV 10K pilot screen=1.5
O=C(CCN1CCCCC1)NNC(=O)C12CC3CC(CC(C3)C1)C2	1%	0%	1%	0.7%	-5%
COc1ccc(CCC(=O)N/N=C\c2cccs2)cc1	-11%	23%	45%	0.6%	9%
COc1cc2[nH]c(C(=O)Nc3ccc4c(c3)OCCO4)cc2c(OC)c1OC	7%	3%	1%	3.9%	4%
COc1ccc(S(=O)(=O)NC(C)C)cc1-n1cnnn1	-4%	-7%	-3%	0.8%	-2%
Cc1onc(-c2ccccc2Cl)c1C(=O)NNC(=O)c1ccc(F)cc1	8%	-16%	-6%	11%	14%

The final 3 entries of the part before open the next one:
SMILES	H1N1 NS1A inhibition	M. tuberculosis	H37Rv inhibition	inhibitors of VEEV	PhoP GFP inhibition	others
COc1cc2[nH]c(C(=O)Nc3ccc4c(c3)OCCO4)cc2c(OC)c1OC	7%	3%	1%	3.9%	4%
COc1ccc(S(=O)(=O)NC(C)C)cc1-n1cnnn1	-4%	-7%	-3%	0.8%	-2%
Cc1onc(-c2ccccc2Cl)c1C(=O)NNC(=O)c1ccc(F)cc1	8%	-16%	-6%	11%	14%
CCOC(=O)c1c(NC(=O)C2COc3ccccc3O2)sc2c1CCN(Cc1ccccc1)C2 (stereo not drawn)	-5%	2%	8%	2.0%	-3%
Cc1oc2c(C)c(O)ccc2c(=O)c1N1C(=O)c2ccccc2C1=O	-6%	3%	0%	1.0%	0%
Cn1c2c(c(=O)n(C)c1=O)C(CC(=O)Nc1ccccc1)C(=O)N2 (stereo not drawn)	0%	-10%	-8%	0.8%	1%
O=C(Nc1ccc2c(c1)nc1n2CCN(C2CCCCC2)C1)NC1CCCCC1	x	23%	-16%	x	12%
Cc1ccc(/C=C2\C(=O)ON=C2c2ccccc2)o1	x	u	53%	1.7%	-10%
COc1cc(S(=O)(=O)NCCN2CCOCC2)c(OC)cc1Cl	4%	-2%	-6%	0.5%	2%
Cc1nc2ccc(NS(=O)(=O)c3ccc(F)c(F)c3)cc2s1	10%	9%	-4%	i	x
O=C1C(=O)N(CC(=O)N2CCCC2)c2ccccc21	-13%	7%	-4%	0.1%	4%
CC1CCCC(NC(=O)CSc2ncccn2)C1C (stereo not drawn)	1%	7%	-4%	0.2%	x
COc1cc(CCC(=O)O)on1	20%	-8%	8%	i	0%
COCCN(Cc1cn[nH]c1-c1ccc2cc(OC)ccc2c1)C(C)C	4%	13%	6%	2.3%	4%
O=C(Nc1nc2c(cc3c4c(cccc42)CC3)s1)c1ccccc1Cl	2%	8%	4%	2.5%	-1%
CCOC(=O)C1CCN(C2=C(NS(=O)(=O)c3ccc(Br)cc3)C(=O)c3ccccc3C2=O)CC1	28%	48%	u	0.6%	5%
Cc1cccc(N=C2CSC(=O)N2)c1	-6%	14%	3%	0.4%	4%
Cc1cc(-c2ccc(C)c(S(=O)(=O)N3CCN(c4ccc(F)cc4)CC3)c2)on1	4%	21%	7%	7.4%	-11%
O=C(CN1CCN(Cc2ccccc2)CC1)NCCc1ccccc1	-7%	3%	0%	0.1%	2%
COc1cccc(C(=O)Nc2cc(-c3cn4cccnc4n3)ccc2C)c1	-3%	11%	16%	1.9%	-3%
C=CCNc1nc(N2CCOCC2)nc(N2CCOCC2)n1	-5%	-1%	-2%	0.1%	-10%
O=S(=O)(/N=C(/Nc1cccc2ccccc12)c1ccccc1)c1cccs1	-25%	4%	4%	6.9%	-8%
Cn1nc(C(=O)N2CCc3ccccc32)c2ccccc2c1=O	1%	21%	0%	0.8%	-4%
COc1ccc(NC(=O)C2CCCN(C(=O)Nc3ccc(F)cc3)C2)cc1OC (stereo not drawn)	5%	-15%	0%	i	10%
O=C(CN(Cc1ccc(Cl)cc1)C(=O)CNS(=O)(=O)c1ccccc1)NCC1CCCO1 (stereo not drawn)	5%	3%	8%	0.8%	-14%
O=C(CN1CCN(S(=O)(=O)c2ccccc2)CC1)Nc1ccccc1C(=O)c1ccccc1	-1%	15%	20%	8.4%	5%
Cc1cccc(NC(=O)CCN2CCCCC2)c1	1%	-10%	-1%	5.3%	-2%
Cc1nc(SCCOc2ccccc2F)[nH]c(=O)c1Cc1ccccc1	-10%	-10%	4%	2.5%	-14%

Continued.
SMILES	H1N1 NS1A inhibition	M. tuberculosis	H37Rv inhibition	inhibitors of VEEV	PhoP GFP inhibition	others
O=C(COC(=O)CCCSc1nc2ccccc2[nH]1)Nc1cccc(F)c1	24%	53%	7%	i	-1%
O=C(Nc1ccc(S(=O)(=O)Nc2ccnn2-c2ccccc2)cc1)C(F)(F)F	18%	69%	57%	i	5%
Cc1ccccc1NNC(=O)C(=O)NNc1ccccc1C	-20%	2%	33%	0.6%	5%
c1ccc2sc(NN=C3CCCCCC3)nc2c1	-5%	76%	-1%	6.5%	17%
CCc1cc2ccc(C)cc2nc1SCC(=O)NNC(=O)c1ccco1	-15%	39%	13%	i	-2%
CC(C)Sc1nc2c([nH]1)c(=N)ncn2Cc1ccccc1	8%	21%	3%	2.2%	2%
COc1cc(/C=C/C(C)=O)cc(OC)c1OC	8%	-3%	-2%	6.2%	4%
COc1ccc(OC)c(C2C/C(=N/O)C(C)C(c3cc(OC)ccc3OC)N2)c1 (stereo not drawn)	2%	x	x	i	x
CCCc1nc2scc(-c3ccccc3)c2c(=O)n1N	-5%	25%	-6%	0.9%	-16%
OC(CCCN1CCC(O)(c2ccc(Cl)cc2)CC1)c1ccc(F)cc1 (stereo not drawn)	-4%	10%	-7%	1.2%	0%
Cc1ccc(SCC2(O)CCN(C(=O)c3ccc(Cl)cc3)CC2)cc1	2%	28%	-2%	0.6%	0%
CC(/C=N/NC(=O)Cc1cc(=O)[nH][nH]1)=C\c1ccccc1	5%	-12%	5%	2.1%	-3%
Cc1cccc(-c2c3c(=O)n(C)c(=O)n(C)c3c3cccnn23)c1	-2%	25%	-19%	7.0%	-19%
Cc1cccc(C(=O)OCC(=O)N(CC(C)C)c2c(N)n(Cc3ccccc3)c(=O)[nH]c2=O)c1C	8%	x	x	0.4%	x
COc1ccc(-n2nc([N+](=O)[O-])c(=NCc3ccc4c(c3)OCO4)n2O)cc1	12%	41%	-2%	2.4%	-13%
Cc1cccc(Nc2nc(-c3ccncc3)cs2)c1	-14%	42%	u	7.3%	-2%
O=C1/C(=C/Nc2cccc([N+](=O)[O-])c2)CCc2ccccc21	4%	43%	3%	1.0%	8%	inhibitors of VEEV 10K pilot screen=2.2
COc1ccc(S(=O)(=O)N2c3ccc(F)cc3CCC2C)cc1 (stereo not drawn)	14%	19%	-6%	5.2%	7%
C[C@@]12C(=O)Nc3ccc(Cl)cc3C(=O)N1[C@H]1c3cc(Cl)ccc3OC[C@@H]1[C@@H]2c1ccccc1	3%	51%	7%	i	x	inhibitors of VEEV 10K pilot screen=0.7
COc1cccc(NC(=S)N(CCN(C)C)C(C)c2cccnc2)c1 (stereo not drawn)	1%	-10%	-3%	2.6%	-1%
CCOc1ccc2c(c1)C(N(CCN1CCOCC1)C(=S)Nc1ccccc1OC)CC(C)(C)O2 (stereo not drawn)	-11%	65%	3%	0.9%	10%
COc1ccc(NC(=O)COc2coc(CN3CCCc4ccccc43)cc2=O)cc1	-3%	19%	11%	0.4%	1%
O=C(NCCC1=CCCCC1)C1CCCN(S(=O)(=O)c2cnc[nH]2)C1 (stereo not drawn)	0%	x	-7%	2.8%	2%
O=C(CCN1CCCC1)c1cccs1	-25%	u	60%	0.9%	-9%
COC(=O)C(Cc1ccc(OC(=O)c2ccc(C(F)(F)F)cc2)cc1)N1Cc2ccccc2C1=O (stereo not drawn)	0%	u	>100µM*	0.0%	8%
CC(=O)c1ccc(NC(=O)C(C)O/N=C(\N)c2ccccc2)cc1 (stereo not drawn)	-3%	15%	2%	1.7%	x
COc1cc(/C=C2/C(=O)NN(c3cccc(F)c3)C2=O)ccc1OC(=O)c1ccco1	6%	5µM*	u	i	-4%

Entries above that contain a Cl atom, in the order listed:
SMILES	H1N1 NS1A inhibition	M. tuberculosis	H37Rv inhibition	inhibitors of VEEV	PhoP GFP inhibition	others
O=C(NCc1ccc(N2CCCC2=O)cc1)c1cccc(Cl)c1	-3%	-4%	-1%	i	-2%
COc1cccc(C2N(c3ccc(Cl)cc3)C(=O)C3CCCN32)c1 (stereo not drawn)	6%	9%	-11%	2.3%	-8%
Cc1onc(-c2ccccc2Cl)c1C(=O)NNC(=O)c1ccc(F)cc1	8%	-16%	-6%	11%	14%
COc1cc(S(=O)(=O)NCCN2CCOCC2)c(OC)cc1Cl	4%	-2%	-6%	0.5%	2%
O=C(Nc1nc2c(cc3c4c(cccc42)CC3)s1)c1ccccc1Cl	2%	8%	4%	2.5%	-1%
O=C(CN(Cc1ccc(Cl)cc1)C(=O)CNS(=O)(=O)c1ccccc1)NCC1CCCO1 (stereo not drawn)	5%	3%	8%	0.8%	-14%
OC(CCCN1CCC(O)(c2ccc(Cl)cc2)CC1)c1ccc(F)cc1 (stereo not drawn)	-4%	10%	-7%	1.2%	0%
Cc1ccc(SCC2(O)CCN(C(=O)c3ccc(Cl)cc3)CC2)cc1	2%	28%	-2%	0.6%	0%
C[C@@]12C(=O)Nc3ccc(Cl)cc3C(=O)N1[C@H]1c3cc(Cl)ccc3OC[C@@H]1[C@@H]2c1ccccc1	3%	51%	7%	i	x	inhibitors of VEEV 10K pilot screen=0.7
